EPAC2 antag = qHTS for Antagonist of cAMP-regulated guanine nucleotide exchange factor 2 (EPAC2): primary screen; hit rate 0.18% among 360,000; Potency, µM (series often up to 114 µM), without a hit: at the top dose activity, negative = inhibition, actives largely listed as inhibitors; Rap guanine nucleotide exchange factor 4 (Homo sapiens), Q8WZA2; EPAC2 GEF exchange of Rap1B-BODIPY-GDP, fluorescence; further: on the % scale 0 is the no-effect control and ±100 the full control effect; nearly all actives have a fitted effect of over 45% in size; many of its hits are not listed in these tables
TDP43 rescue = qHTS of TDP-43 Inhibitors. AID 652104, 2013. TDP-43 expressing yeast growth rescue, BacTiter-Glo, 24 h. Potency, µM (series often up to 46.1 µM), for the others: top-dose growth rescue (activation), usual class: activators. hit rate 1.8% among 410,000; further: % of control where 0% means no effect; nearly all actives have a fitted effect of over 50% in size
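Yeast expressing TDP-43 (pregrown in raffinose, seeded at OD600=0.02 in galactose medium) exposed to compounds 24 hr at 30 deg C. Growth read by BacTiter-Glo luminescence; rescue of toxicity appears as increased signal.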
EPAC2 ag = qHTS for Agonist of cAMP-regulated guanine nucleotide exchange factor 4 (EPAC2): primary screen | AID 720711, 2013 | Potency, µM (series often up to 154 µM), for the others: top-dose activation, actives largely listed as activators | EPAC2 activation, biochemical qHTS; response scale: 100% = 6.5 mM cAMP response | Rap guanine nucleotide exchange factor 4 (Homo sapiens), Q8WZA2 | hit rate 0.079% among 360,000; further: nearly all actives have a fitted effect of over 50% in size
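Guanine nucleotide exchange by EPAC2 is measured as reduced fluorescence of BODIPY-GDP once it is released from 250 nM Rap1B. Plates are read kinetically for 30 min at room temperature; results are scaled to 6.5 mM cAMP.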
aSyn rescue = qHTS of alpha-syn Inhibitors; Yeast expressing alpha-synuclein, growth rescue, BacTiter-Glo, 24 h; Potency, µM (titrated, usually from 46.1 µM), for inactives: at the top dose growth rescue (activation), usual class: activators; hit rate 0.14% among 370,000; AID 652106, 2013; further: % of control where 0% means no effect; nearly all actives have a fitted effect of over 65% in size
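Rescue of yeast growth: cells expressing toxic alpha-synuclein, induced in galactose at OD600 0.02, incubated with compound 24 h at 30 C. ATP luminescence quantified growth; inhibitors of toxicity appear as activators.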
FUS yeast rescue = qHTS for Suppressors of FUS Proteinopathy: Primary screen using FUS-linked yeast assay. S. cerevisiae FUS-expressing, growth rescue, OD600, 24 h. hit rate 0.24% among 390,000. Potency, µM (series often up to 76.6 µM), for the others: at the highest dose growth rescue (activation), hits mostly activators;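 further: plate controls were DMSO vehicle for no effect and reference control for full effect; nearly all actives have a fitted effect of over 55% in size; some results filed as inactive show a strong effect at the top dose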
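Read-out: OD at 600 nm after 24hr at 30C, reporting rescue of FUS-induced yeast toxicity. Cells at OD 0.005 in galactose (2%) minimal medium; compounds tested in a dilution series; CP55940 titration from 92uM final as control.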
EPAC1 antagonist = qHTS for Antagonist of cAMP-regulated guanine nucleotide exchange factor 3 (EPAC1): primary screen. Rap guanine nucleotide exchange factor 3 (Homo sapiens), O95398. EPAC1 GEF assay, Rap1b-BODIPY-GDP exchange fluorescence. Potency, µM (highest dose often 115 µM), without a hit: at the top dose activity change, negative = inhibition, hits mostly inhibitors. hit rate 0.14% among 360,000. AID 720709, 2013;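 further: plate controls were vehicle for no effect and positive control for full effect; nearly all actives have a fitted effect of over 50% in size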
Target sequence (O95398 whole entry, looked up): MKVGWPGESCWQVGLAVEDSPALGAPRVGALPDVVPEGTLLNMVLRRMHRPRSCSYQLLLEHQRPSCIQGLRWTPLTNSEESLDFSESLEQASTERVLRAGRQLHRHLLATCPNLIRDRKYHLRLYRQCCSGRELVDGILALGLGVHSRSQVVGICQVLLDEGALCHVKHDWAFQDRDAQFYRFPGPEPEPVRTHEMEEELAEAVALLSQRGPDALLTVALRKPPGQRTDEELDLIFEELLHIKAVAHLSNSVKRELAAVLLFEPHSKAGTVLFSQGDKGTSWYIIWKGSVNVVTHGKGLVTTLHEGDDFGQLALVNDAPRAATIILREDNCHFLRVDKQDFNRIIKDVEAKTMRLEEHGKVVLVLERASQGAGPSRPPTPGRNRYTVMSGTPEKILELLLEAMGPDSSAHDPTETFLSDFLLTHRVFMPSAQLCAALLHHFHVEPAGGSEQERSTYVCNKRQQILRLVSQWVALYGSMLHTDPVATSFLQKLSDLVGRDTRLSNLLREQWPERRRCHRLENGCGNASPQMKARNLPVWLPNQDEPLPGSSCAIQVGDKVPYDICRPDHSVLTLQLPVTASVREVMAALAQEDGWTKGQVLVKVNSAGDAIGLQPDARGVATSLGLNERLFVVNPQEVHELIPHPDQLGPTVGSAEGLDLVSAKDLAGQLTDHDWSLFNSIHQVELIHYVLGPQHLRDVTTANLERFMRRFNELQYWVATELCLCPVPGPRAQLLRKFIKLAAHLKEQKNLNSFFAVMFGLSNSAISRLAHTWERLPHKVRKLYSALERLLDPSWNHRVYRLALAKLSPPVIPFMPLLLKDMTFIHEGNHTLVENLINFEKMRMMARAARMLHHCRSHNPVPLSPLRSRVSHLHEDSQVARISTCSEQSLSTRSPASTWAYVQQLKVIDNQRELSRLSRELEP
EPAC1 ag = qHTS for Agonist of cAMP-regulated guanine nucleotide exchange factor 3 (EPAC1): primary screen | hit rate 0.073% among 360,000 | EPAC1 agonist qHTS, biochemical assay; response scale: 100% = response to 6.5 mM cAMP | Rap guanine nucleotide exchange factor 3 (Homo sapiens), O95398 | AID 720707, 2013 | Potency, µM (series often up to 154 µM), without a hit: at the highest dose activation, actives largely listed as activators; further: nearly all actives have a fitted effect of over 60% in size
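EPAC1 100 nM, Rap1B–BODIPY-GDP 250 nM, unlabeled GDP 50 uM; compound titration; 5 min RT; kinetic read ex480/em540 at 5-min intervals ×30 min; data normalized to 6.5 mM cAMP agonist control.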
PTHR1 agonist = qHTS for PTHR1 Agonists: Primary Screen; HEK293 GP2 PTHR1 cells, GloSensor cAMP luminescence, 1 h; Potency, µM (highest dose often 115 µM), inactives show at the highest dose activation, usual class: activators; Parathyroid hormone/parathyroid hormone-related peptide receptor (Homo sapiens), Q03431; hit rate 0.075% among 410,000; AID 743266, 2014; further: nearly all actives have a fitted effect of over 55% in size; some results filed as inactive show a strong effect at the top dose; inactives centre near -15; many of its hits are not listed in these tables
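HEK-293-derived GP2 cells expressing PTHR1 and a GloSensor cAMP reporter, 3,000/well, plated overnight, given luciferin plus IBMX (each 0.5 mM as added) for 1 h at 37 °C, then compound for 1 h at 37 °C. Luminescence was read after 15 min at room temperature.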
* = called active by the depositor; i = inactive; ? = inconclusive; . = no result given; [ ] = remark or other dose. The call rests on the fitted dose curve; in most records, active means well fitted curve in the direction sought with a large enough effect; inconclusive means small, poorly fitted or top-dose-only effect, or another doubt; inactive means no such curve, though single readings can be large; an effect the other way counts as inactive or inconclusive. Potency means the concentration at half of the fitted maximal effect. Some of the compounds tested; count on the stated rates, not on these rows.

SMILES	EPAC2 antag	TDP43 rescue	EPAC2 ag	aSyn rescue	FUS yeast rescue	EPAC1 antagonist	EPAC1 ag	PTHR1 agonist
O=C(COC(=O)CNS(=O)(=O)c1ccc(F)c(F)c1F)NC1CC1	11%	18%	6%	12%	-9%	-10%	-1%	-38%[inhibitor]
CCc1ccc(NC(=O)CS(=O)CC(=O)Nc2ccc(N3CCOCC3)cc2)cc1 (centres undefined)	2%	-1%	-9%	6%	17%	0%	-10%	-2%
CCOC(=O)CN1C(=O)NC(C)(c2ccc(OC(F)F)cc2)C1=O (centres undefined)	7%	3%	3%	-13%	5%	7%	-1%	-9%
CC(=O)c1c(C)nc(-c2ccc(Cl)cc2)nc1N=CN(C)C	12%	0%	-7%	-2%	.	3%	2%	i
C/C(NCCCn1ccnc1)=C(\C#N)C(N)=O	8%	-5%	8%	-4%	0%	8%	10%	i
CC(C)C[C@@H](CN)NC(=O)c1nc[nH]c1C(=O)N[C@@H](C)C(=O)CNC[C@H](C)NC(=O)c1nc[nH]c1C(=O)N[C@@H](CC(C)C)C(=O)O	25%	9%	6%	3%	4%	-2%	-16%	i
COc1cccc(NC2=CC(=O)CC(C)(C)C2)c1	-12%	-12%	-14%	-8%	37%	-12%	9%	14%[57.5 µM]
CCCCC1=CC2=C(c3ccco3)C(=O)C(C)(OC(=O)c3ccc(OC)cc3)C(=O)C2=CN1CCCCO (centres undefined)	4%	13%	9%	-3%	?	-3%	12%	-2%
CCCCSc1[nH]c(=O)c(C(=O)OCC)cc1C#N	7%	-50%[inhibitor]	9%	-38%[inhibitor]	-5%	0%	0%	-32%
COc1ccc([C@@H](C)NC(=O)CCc2nnc(-c3cc(C)on3)o2)cc1	15%	-4%[9.22 µM]	29%	-3%	5%	7%	-3%	-8%
COC(=O)[C@]1(C)CCC[C@@]2(C)C3CC[C@]4(OC(C)=O)C[C@@]3(CCC21)CC4=O (some centres undefined)	-18%	9%	10%	4%	25%	0%	-14%	i
S=C(Nc1cccc(Cl)c1Cl)NC1CCN(Cc2ccccc2)CC1	9%	-18%	4%	-3%	17%	-6%	-13%	i
CS(=O)(=O)c1ccc(NC(=O)c2ccccc2-n2cnnn2)cc1	4%	10%	6%	10%[1.84 µM]	7%	19%	4%	-1%
CCc1ccccc1NC(=O)C1C2C=CC(O2)C1C(=O)O (centres undefined)	17%	-2%	3%	0%	-2%	-14%	7%	i
COC(=O)c1sccc1NC(=S)N1CCN(c2cc(C)ccc2C)CC1	-4%	?	8%	-25%	14%	-23%	4%	-20%

Complete entries from above. Screens in order: EPAC2 antag	TDP43 rescue	EPAC2 ag	aSyn rescue	FUS yeast rescue	EPAC1 antagonist	EPAC1 ag	PTHR1 agonist
`CS(=O)(=O)c1ccc(NC(=O)c2ccccc2-n2cnnn2)cc1` in the list: 4%	10%	6%	10%[1.84 µM]	7%	19%	4%	-1%
`CCc1ccccc1NC(=O)C1C2C=CC(O2)C1C(=O)O` (centres undefined) in the list: 17%	-2%	3%	0%	-2%	-14%	7%	i
`CCCCC1=CC2=C(c3ccco3)C(=O)C(C)(OC(=O)c3ccc(OC)cc3)C(=O)C2=CN1CCCCO` (centres undefined) in the list: 4%	13%	9%	-3%	?	-3%	12%	-2%
`CCOC(=O)CN1C(=O)NC(C)(c2ccc(OC(F)F)cc2)C1=O` (centres undefined) in the list: 7%	3%	3%	-13%	5%	7%	-1%	-9%
`O=C(COC(=O)CNS(=O)(=O)c1ccc(F)c(F)c1F)NC1CC1` in the list: 11%	18%	6%	12%	-9%	-10%	-1%	-38%[inhibitor]

Next records.
SMILES	EPAC2 antag	TDP43 rescue	EPAC2 ag	aSyn rescue	FUS yeast rescue	EPAC1 antagonist	EPAC1 ag	PTHR1 agonist
COC(=O)Cc1ccc(NC(=O)c2ccccc2Cl)cc1	0%	0%	0%	-14%	14%	1%	-10%	-6%
Cc1ccc(-c2n[nH]c(=O)c3ccccc23)cc1S(=O)(=O)N(C)CCO	2%	-3%	6%	2%	2%	3%	-1%	-13%[57.5 µM]
CC(=O)N1CCN(C(=O)c2cc(-c3ccc(Cl)s3)nc3ccccc23)CC1	7%	-12%	3%	-3%	24%	-11%	12%	i
CCNc1cc(N2CCOCC2)nc(SC)n1	-3%	-10%	-12%	-2%	-1%	7%	-7%	-8%
O=c1c2c(n3nnnc3n1Cc1ccccc1)-c1ccccc1CC21CCCC1	-4%	-13%	3%	-5%	10%	0%	12%	i
Cc1ccc(-n2ncc3c2CCCC3NC(=O)CCc2cnccn2)cc1C (centres undefined)	2%	23%	2%	-7%	.	-12%	-1%	i
CCCNC(=O)c1cc(C2CCCCN2S(=O)(=O)c2cn(C)cn2)on1 (centres undefined)	18%	14%	10%	1%	-19%	-5%	-2%	i
CC(=O)c1cccc(NC(=O)CSc2ccc(-c3ccccn3)nn2)c1	12%	?	16%	0%	-2%	4%	6%	-7%
Cc1ccc(-n2nc(C(=O)NN)c(C)c(C#N)c2=O)cc1Cl	-7%	-13%	5%	-7%	?	24%	-6%	i
O=C(NCCc1ccccc1)/C(=C\c1ccc([N+](=O)[O-])cc1)NC(=O)c1ccccc1	-15%	-12%	-7%	-11%	8%	-1%	-3%	-12%
CC(C)CC(N)c1csc(Nc2ccccn2)n1 (centres undefined)	9%	27%	12%	0%	-17%	-5%	1%	i
COc1ccc(CCNC(=O)COC(=O)C2CC2C)cc1 (centres undefined)	18%	-11%	-4%	3%	.	-6%	-7%	i
CCC1COCCS(=O)(=O)N1Cc1ccc(Cl)cc1 (centres undefined)	-17%	5%	3%	-1%	-9%	12%	11%	i
O=C(COc1cccc(F)c1)Nc1ccc2[nH]c(=O)[nH]c2c1	5%	-2%	7%	0%	5%	-21%	14%	-26%
CCn1cc(S(=O)(=O)CC(=O)Nc2cc(C)ccc2C)c2ccccc21	-2%	5%	11%	-3%	2%	-9%	-6%	-6%
COc1ccc([C@H]2N[C@]3(CCCN(Cc4cccn4C)C3=O)[C@H]3C(=O)N(Cc4ccccc4)C(=O)[C@@H]23)cc1	-1%	0%	11%	-2%	43%	-5%	-9%	i
O=C(Nc1ccc(Cl)cc1)N(CCCN1CCOCC1)Cc1cccs1	5%	0%	9%	-2%	-14%	-10%	-7%	i
Nc1ccc(-c2nnn(CC(=O)N3CCCCC3)n2)cc1	5%	0%	1%	2%	?	?	-1%	i
COc1cc(NC2c3ccccc3C(=O)N2Cc2ccccc2Cl)cc(OC)c1 (centres undefined)	-17%	5%	12%	-6%	-7%	-5%	10%	4%
Nc1cc(OC(=O)c2cccs2)nn1S(=O)(=O)c1ccc(F)cc1	-5%	-1%	-6%	-1%	28%	?	4%	-3%
CC1=C(C)C(OCCBr)N(c2cc(O)c(Cl)cc2F)C1=O (centres undefined)	7%	-7%	-1%	-10%	7%	0%	0%	-7%
O=C(Oc1ccc(Cl)c2cccnc12)N1CCOCC1	0%	-2%	-1%	2%	-9%	-22%	0%	i
Cc1nc2c(ncn2-c2ccccc2)c(=O)n1NC(=O)CN1CCOCC1	2%	2%	4%	-1%	-22%	19%	-1%	i
CC1Sc2ccccc2N(CC(=O)N(C(C)C)C(C)C)C1=O (centres undefined)	0%	-11%	5%	3%	6%	7%	-2%	-19%
Cn1cnnc1SCC(=O)OCN1C(=O)c2ccccc2C1=O	-2%	-4%	7%	-1%	-4%	-2%	12%	i
COc1cc(OC)c(C(=O)COc2ncnc3ccccc23)c(OC)c1	-1%	16%	2%	1%	.	-11%	2%	i
COc1ccc([C@H]2N[C@]3(CCCN(Cc4ccc(Br)cc4)C3=O)[C@H]3C(=O)N(C)C(=O)[C@@H]23)cc1	1%	28%	16%	2%	26%	25%	-13%	-28%
CCC(C(=O)NCc1ccc(C)cc1)c1ccccc1 (centres undefined)	-20%	20%	-4%	6%	-23%	-17%	0%	i
O=C(CCSc1ccccc1)NC(=O)COC(=O)C1CCCCC1	-15%	7%	11%	8%	-9%	?	-10%	-6%
O=C(/C=C/c1ccccc1)NC(NC(=S)Nc1ccc(Cl)cc1Cl)C(Cl)(Cl)Cl (centres undefined)	7%	-27%	3%	-1%	10%	-11%	-8%	i
CCN(CC)CCCn1c(C)cc2c(c1=O)C(c1ccccc1)C(C#N)=C(N)O2 (centres undefined)	-1%	-28%	12%	-6%	16%	-2%	-1%	-11%[57.5 µM]
CCc1nc2ccccc2n(CCOCCn2c(=O)c(CC)nc3ccccc32)c1=O	-1%	-15%	1%	14%	0%	-1%	4%	-14%[57.5 µM]
Cc1cccn2c(=O)c3cc(C#N)c(=NC(=O)c4cccs4)n(CC(C)C)c3nc12	-8%	-14%	3%	7%	-1%	?	12%	-10%
Cc1c(Cl)cnc(NC(=O)COC(=O)c2ccc(S(=O)(=O)NCc3ccco3)cc2)c1Cl	6%	24%	-6%	-3%	.	-1%	-7%	i
CC(Oc1ccccc1)C(=O)N=C1SC2CS(=O)(=O)CC2N1Cc1ccc(F)cc1 (centres undefined)	-11%	-24%	5%	0%	30%	-12%	9%	-5%
O=C1COc2ccc(C(=O)COC(=O)CCCOc3ccccc3)cc2N1	-3%	16%	-4%	?	1%	1%	-2%	-6%
O=C(Cn1cc(-c2ccccn2)nn1)NS(=O)(=O)c1cccc(OC(F)F)c1	7%	-4%	4%	-5%	-30%	4%	-14%	-23%
COc1ccccc1C(=O)NCCC(=O)NC1=NCCS1	6%	4%	1%	-6%	3%	0%	-8%	i
COc1ccccc1C1=NOC(Cn2c(=O)c3c(ncn3C)n(C)c2=O)C1 (centres undefined)	7%	-16%	9%	1%	17%	9%	-2%	i
CC(NC(=O)CN(C)CC(=O)Nc1ccc(F)c(F)c1F)c1ccccc1 (centres undefined)	12%	5%	2%	7%	4%	1%	-2%	-19%
CC(C)(C)c1ccc(/C=C/C(=O)NCCCN2CCOCC2)cc1	-3%	-1%	-4%	6%	4%	-16%	-5%	-48%[inhibitor]

Screens from PubChem BioAssay.
